Screens from PubChem.
GAA850 FXN act: increases GAA850 frataxin promoter reporter activity | HEK293 lucGAA850 FXN promoter luciferase reporter, 24 h; percent of 10 µM SAHA response | activation, % at 6 µM | hit rate 0.56% among 360,000 | AID 540364;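 active = activation above the average of all compounds screened plus 3 SD, cutoff fixed separately per campaign, cut at about 7.5% in these data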;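 also: 0% = DMSO wells and 100% = 10 µM SAHA wells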
PLC-beta3 inh: inhibitors of human phospholipase C beta3 | Q01970 | AID 720704 | hit rate 0.18% among 370,000 | inhibition, % at 12.2 µM | Purified PLC-beta3, fluorogenic substrate, fluorescence; in the data active = inhibition above about 11%;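 also: 0% = median of compound wells on plate and 100% = full blocker control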
HGIII-sPLA2 inh: Inhibits HGIII-sPLA2 liposome hydrolysis, primary screen; Q9NZ20; QFRET BODIPY PC-A2 liposome hydrolysis, fluorescence; inhibition, % at 12.2 µM; hit rate 0.56% among 370,000; AID 743126;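 active = inhibition above mean plus 3 SD of compounds lying within the high and low control bounds, cut at about 19% in these data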;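 also: 0% = median of test compound wells and 100% = no enzyme DMSO wells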
Target sequence (Q9NZ20 whole entry, looked up): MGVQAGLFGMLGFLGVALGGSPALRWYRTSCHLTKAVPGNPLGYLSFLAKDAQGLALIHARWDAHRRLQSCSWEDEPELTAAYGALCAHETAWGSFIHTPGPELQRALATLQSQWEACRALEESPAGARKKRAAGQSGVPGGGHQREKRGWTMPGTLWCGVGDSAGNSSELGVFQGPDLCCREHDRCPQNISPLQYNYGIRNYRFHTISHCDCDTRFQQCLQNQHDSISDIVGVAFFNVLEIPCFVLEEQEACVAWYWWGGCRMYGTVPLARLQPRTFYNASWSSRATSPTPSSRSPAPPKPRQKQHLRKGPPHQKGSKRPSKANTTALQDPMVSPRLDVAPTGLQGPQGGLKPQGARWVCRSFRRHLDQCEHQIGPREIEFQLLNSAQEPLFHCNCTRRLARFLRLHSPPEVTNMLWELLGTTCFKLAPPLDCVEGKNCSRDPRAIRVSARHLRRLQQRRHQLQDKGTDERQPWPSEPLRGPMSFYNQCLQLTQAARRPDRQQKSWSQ
ADAM17 inh: ADAM17 inhibition, QFRET primary screen. P78536. recombinant ADAM17, EDANS/DABCYL FRET peptide cleavage. inhibition, % at 6.95 µM. hit rate 0.83% among 370,000. AID 720648;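 active = inhibition above the mean of compounds lying between control limits plus 3 SD, set per campaign, cut at about 8.5% in these data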;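 also: 0% = DMSO-only wells as the low control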
Target sequence (P78536 215-824 limits assumed): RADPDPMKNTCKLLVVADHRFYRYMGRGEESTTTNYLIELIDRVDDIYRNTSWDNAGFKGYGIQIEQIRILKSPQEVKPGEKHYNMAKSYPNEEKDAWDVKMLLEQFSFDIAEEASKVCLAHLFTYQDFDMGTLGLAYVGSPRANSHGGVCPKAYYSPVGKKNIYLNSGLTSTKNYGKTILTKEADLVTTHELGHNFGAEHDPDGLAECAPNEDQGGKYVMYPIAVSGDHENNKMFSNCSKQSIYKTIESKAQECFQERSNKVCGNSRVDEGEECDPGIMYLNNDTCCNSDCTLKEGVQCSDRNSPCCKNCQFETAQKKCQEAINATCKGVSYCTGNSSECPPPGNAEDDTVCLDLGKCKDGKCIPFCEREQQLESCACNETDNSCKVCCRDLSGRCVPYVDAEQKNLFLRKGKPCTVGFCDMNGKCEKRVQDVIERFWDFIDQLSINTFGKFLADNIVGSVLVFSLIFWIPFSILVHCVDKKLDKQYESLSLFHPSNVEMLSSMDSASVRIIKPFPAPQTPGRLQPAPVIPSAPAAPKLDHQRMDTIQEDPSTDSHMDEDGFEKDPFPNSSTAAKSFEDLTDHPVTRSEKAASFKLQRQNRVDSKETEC
hgDAF-12 ag: activates the H. glycines DAF-12 receptor ligand-binding domain. activation, % at 6.8 µM. AID 687014. hit rate 1.8% among 370,000. HEK293 GAL4-hgDAF12 UAS-luciferase reporter, agonist luminescence; normalized to butyrate control;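 active = activation above a cutoff set at the mean of all screened compounds plus 3 SD, cut at about 10% in these data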;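 also: 0% = DMSO wells and 100% = sodium butyrate wells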
ssDAF12 agonist: activators of S. stercoralis DAF-12 nuclear receptor; HEK293 ssDAF-12/GRIP1 lit1-tk-luc reporter, luminescence; % of 3 µM dafachronic acid response; activation, % at 6.8 µM; AID 652126; hit rate 1% among 370,000;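 active = activation above the mean over all tested compounds plus 3 SD, cut at about 0.9% in these data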;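 also: 0% = DMSO-only wells and 100% = 3 µM delta7-dafachronic acid wells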
hcDAF-12 act: activators of H. contortus DAF-12 nuclear receptor | HEK293 hcDAF-12 lit1-tk-luc reporter, luminescence; 0% DMSO, 100% Δ7-dafachronic acid | activation, % at 6.8 µM | hit rate 1.4% among 370,000 | AID 652067;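 active = activation above the mean of all tested compounds plus 3 SD, cut at about 5.5% in these data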;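 also: 100% = response to 3 µM Δ7-dafachronic acid high control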
DAX1 inh-1: inhibitors of DAX1 repression of SF-1 activated StAR promoter; HEK293T StAR-luciferase reporter, SF-1/DAX-1 repression relief; inhibition, % at 6.8 µM; hit rate 1.1% among 370,000; AID 652010;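 active = inhibition above the mean over all tested compounds plus 3 SD, cut at about 3.6% in these data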;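 also: 0% = DAX-1 cells with DMSO and 100% = cells lacking DAX-1 with DMSO; higher inhibition means more luminescence from relief of DAX-1 repression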
PLC-gamma1 inh: PLC-gamma1 (human) inhibition, primary screen | purified PLC-gamma1, fluorogenic substrate, fluorescence | inhibition, % at 12.2 µM | AID 720700 | hit rate 0.84% among 370,000; in the data active = inhibition above about 9.5%
DAX1 inh-2: NR0B1 (DAX1) inhibition | HEK293 Gal4-DAX1 luciferase reporter, luminescence | AID 504766 | hit rate 0.99% among 340,000 | inhibition, % at 6.75 µM;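 active = inhibition above the mean over all tested compounds plus 3 SD, cut at about 4.2% in these data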;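 also: 0% = DAX1-transfected cells with DMSO and 100% = empty-vector control cells with DMSO; inhibition shows as a rise in luminescence from relieved DAX1 repression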
ADAM10 inh: inhibitors of human ADAM10; hit rate 0.62% among 370,000; recombinant ADAM10, EDANS/DABCYL FRET peptide cleavage, 3 h; inhibition, % at 7 µM;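 active = inhibition above a per-campaign cutoff equal to the mean of compounds falling between control-based bounds plus 3 SD, cut at about 20% in these data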;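 also: 0% = DMSO wells while the 100% control is not disclosed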
Numbers without * were called inactive; / = not tested or not shown. Compounds were not picked by outcome; overall some 6.9% were active at least once.

item	canonical_smiles	GAA850 FXN act	PLC-beta3 inh	HGIII-sPLA2 inh	ADAM17 inh	hgDAF-12 ag	ssDAF12 agonist
1	Cc1c(Br)c(C(N)=O)nn1C	0.7	2	3	-3	0.3	-0.4
2	O=C(CN1CCN(Cc2ccc3c(c2)OCO3)CC1)Nc1ccc2c(c1)OCO2	-0.2	0	6	-4	0.9	-1.2
3	O=C(OCc1ccccc1Cl)c1ccc(-n2cnnc2)cc1	-1.4	-3	-7	-2	0.3	-1.3
4	CC(C)C(=O)NN1c2ccccc2CCc2ccccc21	-0.5	-3	-2	-1	0.6	0.1
5	COc1cc(C2NC(=O)NC(c3ccccc3)=C2C(C)=O)c(Br)c(Br)c1O (centres undefined)	2.3	-5	-1	-3	-1.5	-0.7
6	CCOC(=O)[C@]12CCC=C1N(CCC1=CCCCC1)C(=O)[C@H](CC(=O)NCCC(C)C)C2	/	2	-12	-3	3.1	-0.4
7	CC(C)C[C@@H]1CN=C(N)N1C[C@@H]1CCCN1C[C@@H](C(C)C)N1C[C@@H](Cc2ccccc2)N(CCCC2CCCC2)C1=N	1.1	7	0	-2	-0.7	-1.1
8	CCN1CCC2(CCN(C(=O)c3cc(COc4cc(C)ccc4C)on3)C2)C1 (centres undefined)	2.0	-9	-2	0	4.6	-1.2
9	Cc1c(OC(C)C(=O)N2C[C@H]3C[C@@H](C2)c2cccc(=O)n2C3)ccc2c3c(c(=O)oc12)CCCC3 (some centres undefined)	1.0	-13	-4	-26	-3.3	-1.6
10	CCOC(=O)c1ccccc1NC(=O)c1c(O)c2ccccc2n(CC)c1=O	-1.6	3	-4	0	1.7	-1.1
11	Cc1ccc(F)cc1NC(=O)C1CC(=O)N(Cc2ccccc2)C1 (centres undefined)	-0.4	0	2	-4	0.5	-0.4
12	CN(C)c1nc(-c2ccccc2)nc(-c2ccc(Cl)cc2)c1C#N	-0.7	6	10	5	1.9	-0.6
13	COC(=O)c1c(C)[nH]c(C(=O)OCC(=O)NCC(C)C)c1C	0.5	-13	10	0	-1.0	-1.6
14	O=C(CSc1nnc2c(n1)[nH]c1ccccc12)Nc1cccc(S(=O)(=O)N2CCOCC2)c1	-2.1	-8	-5	0	1.4	-1.4
15	CCOc1ccccc1N1CCN(C(=O)c2ccc(-c3ccc(OC(C)=O)cc3)cc2)CC1	2.2	-13	-14	2	-0.8	-0.7

item	hcDAF-12 act	DAX1 inh-1	PLC-gamma1 inh	DAX1 inh-2	ADAM10 inh
1	-1.1	0.1	0	-0.2	1
2	0.8	-0.2	1	2.4	-3
3	-1.6	0.1	4	-0.6	10
4	-0.6	-0.7	1	/	-3
5	0.1	-0.6	-4	2.7	8
6	-0.1	1.4	-1	/	-1
7	-1.2	1.1	3	0.1	0
8	0.7	-0.1	0	0.2	-6
9	0.3	0.1	-11	2.5	-132
10	-0.4	1.1	1	-0.3	2
11	2.8	0.0	1	0.3	-2
12	-0.4	0.4	9	1.9	-2
13	1.0	-0.4	-9	-1.6	-5
14	-1.4	-0.1	-1	-0.6	2
15	-1.5	-0.3	-9	-0.8	13

Later entries.
item	canonical_smiles	GAA850 FXN act	PLC-beta3 inh	HGIII-sPLA2 inh	ADAM17 inh	hgDAF-12 ag	ssDAF12 agonist
16	Cn1cnc([N+](=O)[O-])c1Nc1ccccc1O	0.4	8	15	-5	2.3	-1.1
17	CC(Cc1ccc(Cl)cc1)N1CCC(n2nccc2NC(=O)C2CCCC2)CC1 (centres undefined)	-0.7	-5	-14	-5	0.6	-1.1
18	CC1Cc2ccccc2N1C(=O)C1CCCN(S(=O)(=O)c2cccc3cccnc23)C1 (centres undefined)	-0.5	-9	15	0	-6.8	-1.8
19	Cc1cc2c(=O)n(Cc3ccco3)c(SCC(=O)NCc3ccco3)nc2s1	1.9	-7	7	-4	-0.1	-1.0
20	COc1ccc(C(=O)NC(C)CCCC(C)(C)O)cc1OC1CCN(C(C)=O)CC1 (centres undefined)	-1.2	-5	-1	0	2.0	-1.1
21	Cc1nnc(SCC(=O)Nc2ncc(S(=O)(=O)c3ccc([N+](=O)[O-])cc3)s2)s1	1.5	4	3	4	-0.7	-1.3
22	O=C(N/N=C/c1ccc2c(c1)OCO2)c1cccnc1	0.1	-5	2	-2	5.0	-0.4
23	COc1ccc2c(c1)C1=NN(/C(C)=C\C(C)=O)C(c3ccccc3)C1CC2 (centres undefined)	1.9	-50	-9	-3	1.7	0.2
24	NC(=O)NC(=O)COC(=O)c1ccc2c(c1)C(=O)N(Cc1ccccc1)C2=O	-1.0	4	2	-3	2.0	-0.5
25	COc1ccc(-c2cnnn2-c2ccc(NC(=O)/C=C/c3ccc(OC)c(OC)c3)cc2)cc1	1.3	-34	-7	-5	-0.2	-1.4
26	O=C(CSc1ccccc1)Nc1nc2ccccc2[nH]1	2.9	1	1	0	5.8	-1.7
27	COc1cccc(C2CC(c3cccs3)=NN2C(=O)CSc2nc3ccccc3o2)c1OC (centres undefined)	2.1	-38	0	-5	-0.4	-1.6
28	COc1cccc(CNC(=O)C2Cc3cc(S(=O)(=O)N4CCCC4)ccc3N2C(C)=O)c1OC (centres undefined)	0.2	-7	-6	-1	0.4	-0.7
29	COc1cc2c(cc1OC)C(c1ccccc1O)N(C1CC(=O)N(c3ccccc3)C1=O)CC2 (centres undefined)	3.2	-20	-12	-4	4.3	-0.8
30	N#CCC(=O)N/N=C/c1ccc(OS(=O)(=O)c2ccccc2)cc1	1.0	1	-23	-1	-1.0	-1.2

item	hcDAF-12 act	DAX1 inh-1	PLC-gamma1 inh	DAX1 inh-2	ADAM10 inh
16	-0.9	-0.2	5	-0.6	-5
17	1.0	-0.4	0	0.6	-5
18	-2.2	-2.8	-1	-4.3	-23
19	-2.0	-0.9	-6	-0.6	-12
20	-1.2	-0.1	5	-1.8	1
21	0.8	0.3	3	0.4	6
22	0.5	0.0	-8	0.9	0
23	2.7	-1.0	-26	0.2	-22
24	-0.3	0.0	0	0.4	3
25	-4.0	-0.6	-26	0.4	-10
26	0.3	-0.1	3	3.4	4
27	0.7	-0.8	-36	1.5	-18
28	0.6	-0.6	-3	0.2	1
29	0.7	-0.3	-9	0.5	4
30	-1.1	-0.9	-1	0.3	-2

Further compounds
item	canonical_smiles	GAA850 FXN act	PLC-beta3 inh	HGIII-sPLA2 inh	ADAM17 inh	hgDAF-12 ag	ssDAF12 agonist
31	CCOC(=O)C1CCN(c2cc3c(cc2NC(=O)c2ccc(F)cc2)n(C)c(=O)n3C)CC1	0.7	-90	5	-3	3.7	-1.4
32	COc1ccc(C(=O)OCC(=O)N(C)C2CCS(=O)(=O)C2)cc1Br (centres undefined)	1.4	-7	-1	-3	-0.9	-1.1
33	CCN1C(=O)[C@H]2[C@@H](c3ccc(-c4cccc(Cl)c4)c(OC)c3)N3CCCC[C@@]3(C(=O)OC)[C@H]2C1=O	-1.6	1	-20	-3	-1.3	-1.3
34	CCN(CC)CCNCc1cc(Cl)ccc1OCc1ccccc1F	-1.0	0	-1	-6	-2.3	-2.1
35	Cc1ccc(S(=O)(=O)NC2CC2)cc1[N+](=O)[O-]	0.4	-1	4	1	0.4	-1.1
36	COc1ccc(/C=C/C(=O)NC(C)(C)C)cc1S(=O)(=O)N1CCOCC1	-2.9	0	0	-1	-1.1	-0.6
37	c1ccc(-c2nnc(-c3ccccn3)nn2)nc1	5.7	-8	2	-4	13*	0.3
38	O=C(CC(=O)c1ccccc1)Nc1cccc([N+](=O)[O-])c1	2.0	5	-3	-1	0.5	0.7
39	S=C(NCc1ccncc1)Nc1ccc(Cl)cc1	-0.7	2	7	2	-1.5	-0.9
40	COc1ccc(CNC(=O)c2cc(S(=O)(=O)N3CCCCC3)ccc2Cl)cc1OC	-1.3	13*	-6	4	-5.9	-1.8
41	COc1cc(C(=O)NC(=S)NNC(=O)[C@H]2C[C@@H]2c2ccccc2)cc(OC)c1OC	2.8	-7	14	-2	0.1	-0.7
42	CCOc1ccc(N2C(=O)CC(N3CCN(c4ccccc4OC)CC3)C2=O)cc1 (centres undefined)	0.0	-2	-5	-2	0.3	-1.3
43	CC(OC(=O)CNS(=O)(=O)/C=C/c1ccccc1)C(=O)Nc1ccc(S(=O)(=O)N2CCCC2)cc1 (centres undefined)	2.4	5	-29	3	-1.4	-0.5
44	Cc1ccc(Nc2nc3ccccc3n3cnnc23)cc1Cl	1.6	-22	10	-3	0.2	-0.8
45	O=C(c1ccc(F)cc1)N1CCC(C(=O)N(Cc2ccccc2)c2ccccc2)CC1	-0.4	-2	-11	-2	-1.3	-1.4

item	hcDAF-12 act	DAX1 inh-1	PLC-gamma1 inh	DAX1 inh-2	ADAM10 inh
31	-0.5	-1.0	-56	0.4	-16
32	-0.8	-0.1	0	-0.8	-6
33	-1.9	-0.1	1	0.7	13
34	-0.3	-0.7	0	0.7	0
35	-1.9	-0.1	-2	2.2	2
36	1.1	0.7	-1	0.1	-8
37	3.5	3.5	-1	3.2	4
38	4.0	1.2	-3	1.1	-8
39	-0.3	-0.3	0	-0.8	-2
40	-4.1	-4.4	1	-4.7	-11
41	-1.3	-0.1	-2	-1.0	5
42	-1.0	-0.1	-1	0.3	-7
43	-3.0	-0.5	0	0.0	14
44	0.3	0.0	-8	-0.8	2
45	-1.2	-0.1	6	0.7	-2

Entries listed above marked active in PLC-beta3 inh.
cpd | SMILES | PLC-beta3 inh | HGIII-sPLA2 inh | ADAM17 inh | ssDAF12 agonist | hcDAF-12 act | DAX1 inh-1 | PLC-gamma1 inh | DAX1 inh-2 | ADAM10 inh
40 | COc1ccc(CNC(=O)c2cc(S(=O)(=O)N3CCCCC3)ccc2Cl)cc1OC | 13* | -6 | 4 | -1.8 | -4.1 | -4.4 | 1 | -4.7 | -11

Other results:
item	canonical_smiles	GAA850 FXN act	PLC-beta3 inh	HGIII-sPLA2 inh	ADAM17 inh	hgDAF-12 ag	ssDAF12 agonist
46	CCNS(=O)(=O)c1ccc(NS(C)(=O)=O)cc1	-1.1	1	0	0	2.1	-1.4
47	O=C1/C(=C/c2ccc3c(c2)OCO3)SC(=S)N1CCC(=O)N(CCO)c1ccccc1	-0.1	-8	-11	-4	-0.7	-1.7
48	N#Cc1cnn(-c2ccccc2)c1NC(=O)CN1CCN(c2ccccc2)CC1	-0.9	-5	-3	-2	-1.3	-1.1
49	CC(=O)N1CCCc2cc(S(=O)(=O)N(C)Cc3ccccc3)ccc21	0.5	4	5	2	-1.4	-1.5
50	Oc1cccc2ccc(/C=C/c3ccccc3Br)nc12	-0.1	-20	26*	-2	6.5	-0.4

item	hcDAF-12 act	DAX1 inh-1	PLC-gamma1 inh	DAX1 inh-2	ADAM10 inh
46	-1.6	-0.8	4	-0.1	2
47	-2.3	-0.1	-5	0.0	-4
48	1.7	0.2	-3	/	-5
49	0.3	-0.8	9.8*	0.0	5
50	2.5	-0.2	-16	3.1	9
